Screening data (PubChem)
CD40 NFkB inh: CD40 pathway inhibition in BL2 cells | BL2 NF-kB luciferase reporter, CD40L-induced, 4 h | inhibition, % at 10 µM | 0.94% of 83,000 active | AID 1053188;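 active means mean inhibition of at least 50% with a set share of replicates also reaching that level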;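 further: 0% = neutral control wells and 100% = IKK inhibitor VII at 50 µM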
* = called active by the depositor; & = joins results of further samples; [ ] = dose if it differs, or a comment. Some of the compounds tested; rates above refer to the full screens.

cpd	SMILES	CD40 NFkB inh
1	CCOC(=O)N(C)C[C@H]1OCc2cn(nn2)CCCC(=O)N([C@@H](C)CO)C[C@H]1C	-4
2	COc1cc(C(=O)COC(=O)c2cc([N+](=O)[O-])ccc2N2CCOCC2)ccc1OC(F)F	-8
3	CC(C)CC#Cc1ccc([C@@H]2[C@@H](CO)N3C(=O)CN(S(=O)(=O)c4cccc(F)c4)C[C@H]23)cc1	21[25 µM]
4	CCCC(=O)Nc1ccc2c(c1)OC[C@@H](C)N(C(=O)c1cccnc1)C[C@@H](C)[C@H](OC)CN(C)C2=O	-9[25 µM]
5	Cc1ccc(C)c(OCC(=O)N/N=C/c2ccsc2)c1	12
6	CC(=O)N1CCN(CC(C)(C)NS(=O)(=O)c2ccccc2)CC1	8
7	O=C(N/N=C/c1ccco1)/C(=C/c1cccc([N+](=O)[O-])c1)NC(=O)c1ccccc1	3
8	COC(=O)C1CCN(C(=O)COC(=O)c2cccc(NS(=O)(=O)c3ccccc3)c2)CC1	-4

The results go on.
cpd	SMILES	CD40 NFkB inh
9	COc1cccc(-n2nnc3c(=O)n(Cc4ccccc4F)cnc32)c1	-15
10	CCCNC(=O)Cn1c(=O)/c(=C/c2ccc(-c3ccc([N+](=O)[O-])cc3)o2)s/c1=C\C(=O)C(C)(C)C	-18
11	O=C(COc1ccc(Br)cc1Br)NC(=O)NC1CCCC1	-44
12	Cc1ccc(NCC(=O)N/N=C/c2cccc(Oc3ccccc3)c2)cc1	-4
13	O=[N+]([O-])c1cccc(S(=O)(=O)Nc2cccc(-c3ccc(N4CCOCC4)nn3)c2)c1	-58
14	O=C(Cn1nnc(-c2cccs2)n1)N1CCOCC1	-8
15	CO[C@H]1CN(C)C(=O)c2ccc(NC(=O)C3CCC3)cc2OC[C@@H](C)N(Cc2ccccn2)C[C@H]1C	7[25 µM]
16	C[C@@H]1CN([C@@H](C)CO)C(=O)c2c(c3ccccc3n2C)-c2ccccc2CO[C@H]1CN(C)Cc1ccccc1C(F)(F)F	14[25 µM]

Next section
cpd	SMILES	CD40 NFkB inh
17	COc1ccc(CC(=O)N(c2ccccc2)c2nc(C)cs2)cc1	-8
18	OC[C@H]1[C@H](c2ccc(-c3cccc(F)c3)cc2)[C@H]2CN(Cc3cncnc3)CCCCN21	-14[25 µM]
19	COCCNc1nc(-n2nc(C)cc2C)nc2sc3c(c12)CCCC3	-73
20	Cn1c(C(=O)N2CCCC(Nc3ccc(F)cc3)C2)cc2ccccc21 (stereo not drawn)	-14
21	COc1cc(C(=O)Nc2ccc(N3CCOCC3)cc2)ccc1OCc1c(C)noc1C	7
22	O=C(COc1cccc(C(F)(F)F)c1)NNC(=O)Cn1c(=O)cnc2ccccc21	-3
23	CC(C)(C)SCCNS(=O)(=O)c1ccc(Cl)cc1	11
24	CC(=O)N1CCN(C(=O)c2cc(S(=O)(=O)N3CCN(c4ccccc4)CC3)ccc2Cl)CC1	-18

Carrying on.
cpd	SMILES	CD40 NFkB inh
25	CCN(CC)c1c([N+](=O)[O-])ncn1C	4
26	CCc1nc(N2[C@H](CO)[C@H](c3ccccc3-c3ccccc3F)[C@@H]2C#N)sc1C	22[25 µM]
27	C[C@H]1CC=CC[C@H](c2cccc(Cl)c2)NC(=O)[C@H](Cc2ccccc2)N(C)C(=O)c2ccccc2O1 (mixture of isomers)	19[25 µM]
28	CCC(=O)Nc1ccc(C(=O)NNC(=O)c2cc(OC)c(OC)c(OC)c2)cc1	5
29	OC(CNc1ccnc2cc(Cl)ccc12)CNC1CCCCC1 (stereo not drawn)	-8
30	CC(=O)Nc1ccc(NC(=O)COC(=O)c2cc(S(=O)(=O)N(C)C)ccc2N2CCCC2)cc1	-7
31	CCOC(=O)C1(C)CCN1C(=O)c1ccc2ccccc2c1 (stereo not drawn)	-36
32	N#CC1(NC(=O)Cn2ncc(Cl)c(Cl)c2=O)CCCCC1	119*

Next part
cpd	SMILES	CD40 NFkB inh
33	C[C@H](C(=O)N(C)C[C@H]1OCc2ccccc2-c2ccccc2C(=O)N([C@H](C)CO)C[C@@H]1C)c1ccccc1	-5
34	Cc1cccc(S(=O)(=O)N2C[C@H](O)COC[C@@H]3O[C@@H](CC(=O)Nc4ccccc4)CC[C@H]32)c1	9[25 µM]
35	Cc1cc(C(=O)OCC(=O)N2C(C)CCCC2C)c2ccccc2n1 (stereo not drawn)	-22
36	C[C@@H]1CN([C@@H](C)CO)C(=O)c2cccc(NS(C)(=O)=O)c2O[C@H]1CN(C)Cc1ccc(-c2ccccc2)cc1	1[25 µM]
37	COc1ccc(NC(=O)CCOc2ccccc2C)cc1S(=O)(=O)N1CCCCC1	9
38	CCC(=O)c1ccc(OCC(=O)OCC(=O)N2CCN(c3ccc(OC)cc3)CC2)cc1	1
39	Cn1nnc2cc(C(=O)N3CCN(c4ccccc4)CC3)ccc21	-5
40	CN1CCN(c2ccccc2NC(=O)c2cc3c(s2)-c2ccccc2OC3)CC1	28

Next structures:
cpd	SMILES	CD40 NFkB inh
41	O=C(OCC1OC(n2ccc(=O)[nH]c2=O)C2OC12)c1ccccc1 (stereo not drawn)	1
42	CC(C(=O)NC1CCCC1)N1CCN(Cc2ccccc2)CC1 (stereo not drawn)	-8
43	C[C@H](NC(=O)C[C@@H]1C[C@H]2c3cc(NC(=O)Nc4ccc(C(F)(F)F)cc4)ccc3O[C@H]2[C@@H](CO)O1)c1ccccc1	7[25 µM]
44	Cc1ccc2cc(CNC(C)C)c(=O)[nH]c2c1	-1
45	Cc1cc(OCC(=O)N(C(C)C)C(C)C)ccc1Cl	8
46	C[C@@H]1CN([C@H](C)CO)C(=O)c2cc(NC(=O)Cc3cn(C)c4ccccc34)ccc2O[C@@H]1CN(C)Cc1ccc2c(c1)OCO2	-9[25 µM]
47	CO[C@H]1CN(C)C(=O)c2cc(NC(=O)C3CCOCC3)ccc2OC[C@@H](C)NC[C@@H]1C	4[25 µM]
48	C[C@H]1COCn2nncc2CC[C@H](Cc2ccccc2)C(=O)N1	2

The listing continues:
cpd	SMILES	CD40 NFkB inh
49	CC(C)Oc1ccc(S(=O)(=O)N2CCCCC2)cc1NC(=O)CN1C(=O)NC(C)(C2CC2)C1=O (stereo not drawn)	0
50	Cc1ccc(NC(=O)CCCSc2ccccc2)cc1S(=O)(=O)N1CCOCC1	6
51	COc1cc(NC(=O)c2ccccc2)ccc1NC(=O)c1cc2ccccc2o1	-2
52	O=S(=O)(Nc1ccc(-c2cn3ccsc3n2)cc1)c1ccc2c(c1)OCCO2	-40
53	C/C=C/c1ccc([C@@H]2[C@H]3CN(CCC(F)(F)F)CCCCN3[C@H]2CO)cc1	-2[25 µM]
54	Cc1ccc(Cn2ncc3c(N4CCN(CCc5ccccc5)CC4)ncnc32)cc1	4
55	Cc1ccc(S(=O)(=O)NN=C(c2ccccc2)c2cccs2)cc1	-1
56	Cc1cc(C)c(C(=O)OCC(=O)Nc2cccc(S(=O)(=O)N3CCCCC3)c2)c(C)c1	6

Next section:
cpd	SMILES	CD40 NFkB inh
57	CCCS(=O)(=O)N1CCN(Cc2c[nH]c3ccccc23)CC1	10
58	CCS(=O)(=O)Nc1ccc2c(c1)C(=O)N(C)[C@H]1CC[C@@H](CC(=O)NCCCN3CCOCC3)O[C@H]1CO2	8[25 µM]
59	O=C(CCCN1CCOC(c2ccccc2)C1)c1ccc(F)cc1 (stereo not drawn)	6
60	COc1ccc(OC)c(S(=O)(=O)NCC(c2ccco2)N2CCc3ccccc3C2)c1 (stereo not drawn)	-19
61	CN[C@H]1CCc2cc(OC)c(OC)c(OC)c2-c2ccc(OC)c(=O)cc21	29
62	C/C=C/c1ccc(C2[C@H]3CNC[C@@H]2N3Cc2ccc3c(c2)OCO3)cc1 (stereo partly drawn)	7&10[25 µM]
63	O=C(CCc1nnc2ccc(N3CCOCC3)nn12)Nc1ccc(F)cc1F	1
64	CC(=O)Nc1ncnc2c1c(-c1ccc(Cl)cc1)nn2C(C)(C)C	7

Additional results
cpd	SMILES	CD40 NFkB inh
65	COc1cccc(CN(C)C(=O)CCN(c2ccccc2)S(=O)(=O)c2ccc(C)cc2)c1OC	7
66	O=C(OCC(=O)N1CCOCC1)c1cccc(S(=O)(=O)N2CCCc3ccccc32)c1	3
67	CC1CN(C(=O)c2ccc(Cl)c(S(=O)(=O)NCc3ccco3)c2)CC(C)O1 (stereo not drawn)	14
68	CN(C)C(=O)c1cccc(-c2ccc3n(c2=O)C[C@H]2[C@H](CO)[C@@H](C(=O)NCC(F)(F)F)[C@@H]3N2C)c1	-8[25 µM]
69	CN(CC(=O)Nc1ccc(Cl)cc1F)C1=NS(=O)(=O)c2ccccc21	4
70	O=C(NNc1nc2cc3c(cc2s1)OCCO3)c1ccc(F)cc1	-19
71	O=C1N(Cc2ccc(F)cc2Cl)c2ccccc2C12OCCCO2	-2
72	NC1=C(Br)C(=O)c2ncccc2C1=O	70*

Continuation.
| nr | Molecule | CD40 NFkB inh |
| --- | --- | --- |
| 73 | O=S(=O)(c1cccs1)N1CCCCN2[C@H](CO)[C@H](c3ccc(C4=CCCC4)cc3)[C@@H]2C1 | 8[25 µM] |
| 74 | COC(=O)C[C@@H]1CC[C@H]2[C@H](COc3ccc(NC(=O)Nc4c(C)noc4C)cc3C(=O)N2C)O1 | -26[25 µM] |
| 75 | Cc1ccc(/C=N/NC(=O)c2ccc(-n3cccc3)cc2)o1 | 5 |
| 76 | Cn1cnnc1SCC(=O)NNC(=O)COc1ccc(Cl)cc1 | 11 |
| 77 | CCOC(=O)c1nnn(-c2nonc2N)c1CN1CCCCCC1 | 11 |
| 78 | Cc1cc(C)nc(Nc2nc(C)c3cc4c(cc3n2)OCO4)n1 | -12 |
| 79 | CCN(CCCNC(=O)Cn1cc2c(n1)CCCC2)c1cccc(C)c1 | 1 |
| 80 | Cc1cc(OCCOCCN(C)CCO)cc(C)c1Cl | 11 |

Following part:
| nr | Molecule | CD40 NFkB inh |
| --- | --- | --- |
| 81 | COc1ccc(-c2ccc(C3[C@H]4CNC[C@@H]3N4Cc3cc(OC)cc(OC)c3)cc2)cc1 (stereo partly drawn) | -23&-20 |
| 82 | COc1ccccc1NC(=O)Oc1ccc(NC(=O)c2ccco2)cc1 | -3 |
| 83 | COc1ccc(NC(=O)c2ccco2)cc1NC(=O)c1cc2ccccc2o1 | -11 |
| 84 | N#CC12C(=O)NC(=O)C1(C#N)C21CCCC1 (stereo not drawn) | 6 |
| 85 | CCOC(=O)c1ccc(NC(=O)N2CCc3ccccc32)cc1 | -70 |
| 86 | CCOC(=O)c1cnc2nc(C)[nH]n2c1=O | 3 |
| 87 | O=C(C[C@@H]1C[C@H]2c3cc(NS(=O)(=O)c4ccc(F)cc4)ccc3O[C@H]2[C@@H](CO)O1)NCCN1CCCCC1 | 3[25 µM] |
| 88 | CN(CC(=O)NCCc1ccccn1)S(=O)(=O)c1ccc(Cl)cc1 | 20 |

Next structures follow.
| nr | Molecule | CD40 NFkB inh |
| --- | --- | --- |
| 89 | Cc1ccc(S(=O)(=O)Nc2c(C)nn(C)c2C)c(C)c1 | 6 |
| 90 | Cc1cc(C)c2c(N)c(C(=O)NC3CCCC3)sc2n1 | -55 |
| 91 | COc1ccc(N2CCN(C(=O)COC(=O)c3cnccn3)CC2)cc1 | 4 |
| 92 | CCCNC(=O)C1(C)CCCN(C(=O)c2cc(F)cc(F)c2)C1 (stereo not drawn) | 3 |
| 93 | Cc1ccc(NC(=O)COC(=O)CN2C(=O)COc3ccccc32)cc1 | 0 |
| 94 | CC(Cc1ccsc1)NC(=O)CCc1nnc(CCc2ccccc2)o1 (stereo not drawn) | -3 |
| 95 | COCC(=O)Nc1ccc(Br)cc1C | 12 |
| 96 | Cc1ccc(S(=O)(=O)CCC(=O)NNC(=O)CN(C)S(=O)(=O)c2ccc(C)cc2)cc1 | 5 |

Following part.
| nr | Molecule | CD40 NFkB inh |
| --- | --- | --- |
| 97 | COCC(=O)N1[C@H](CO)[C@@H](c2ccccc2-c2cccc(OC)c2)[C@@H]1C#N | -25[25 µM] |
| 98 | COc1ccc(S(=O)(=O)N2CCOCC2)cc1C(=O)NCC(c1ccco1)N1CCCC1 (stereo not drawn) | 4 |
| 99 | CN1CCC(CNC(=O)Nc2csc3ccccc23)CC1 | 3 |
| 100 | CC(C)CC(=O)Nc1sc2c(c1C#N)CC(C)(C)NC2(C)C | 4 |
| 101 | O=C(COc1ccc(S(=O)(=O)N2CCOCC2)cc1)NCc1ccccn1 | 0 |
| 102 | COc1ccc(C(=O)N2CCN(c3ccc(N4CCOCC4)nn3)CC2)cc1OC | 5 |
| 103 | O=C(COC(=O)CCC1CCCC1)Nc1ccc(Cl)cn1 | 4 |
| 104 | CCc1c(C)nc2ncnn2c1NCCc1ccc(OC)c(OC)c1 | 13 |

Later entries:
| nr | Molecule | CD40 NFkB inh |
| --- | --- | --- |
| 105 | COc1ccccc1-c1ccc([C@@H]2[C@@H]3CN(S(=O)(=O)c4ccc(-c5ccccc5)cc4)C[C@H]2N3)cc1 | 18 |
| 106 | c1ccc(C2=Nn3c(nnc3-c3ccccn3)SC2)cc1 | 0 |
| 107 | COCC(C)NCc1ccc(C)cc1C (stereo not drawn) | 4 |
| 108 | CC1CCCN(S(=O)(=O)c2cc(C(=O)NCCc3ccc(S(N)(=O)=O)cc3)ccc2Cl)C1 (stereo not drawn) | 26 |
| 109 | COC(=O)C1Cc2c([nH]c3ccccc23)C2CCC(=O)N12 (stereo not drawn) | 3 |
| 110 | CN(C)c1ccc(C=NNc2ccccn2)c(Cl)c1 | -7 |
